D1 ag = Allosteric Agonists of the Human D1 Dopamine Receptor: qHTS; D(1A) dopamine receptor (Homo sapiens), P21728; 360,000 tested, 1% active; HEK293 T-REx D1 cells, calcium flux, agonist mode; activation, % at 2 µM; in the data active = activation above about 30%; note: 0% is about no effect
Target sequence (P21728 whole entry, looked up): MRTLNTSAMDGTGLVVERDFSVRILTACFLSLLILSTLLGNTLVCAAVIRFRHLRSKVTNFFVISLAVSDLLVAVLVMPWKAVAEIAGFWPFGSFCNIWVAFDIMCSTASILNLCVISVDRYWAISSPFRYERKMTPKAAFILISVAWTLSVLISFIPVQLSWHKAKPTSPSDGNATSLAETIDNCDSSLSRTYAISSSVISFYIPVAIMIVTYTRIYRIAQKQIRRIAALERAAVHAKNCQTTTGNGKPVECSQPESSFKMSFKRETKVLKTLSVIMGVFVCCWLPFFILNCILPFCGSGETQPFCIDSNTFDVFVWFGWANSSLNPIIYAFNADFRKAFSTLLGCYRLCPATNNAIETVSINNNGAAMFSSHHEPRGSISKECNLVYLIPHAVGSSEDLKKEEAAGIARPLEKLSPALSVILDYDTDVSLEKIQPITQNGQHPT
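Agonism was scored from calcium flux recorded over 180 s (1 read/s) after pintool compound addition, following a 10-cycle baseline. Cells were inducible force-coupled HEK293 TREx D1, plated overnight at 30 C and loaded with no-wash calcium dye.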
D1 PAM = Potentiators of Human D1 Dopamine Receptor: qHTS; D(1A) dopamine receptor (Homo sapiens), P21728; 360,000 tested, 0.036% active; potentiation, % at 10 µM; HEK293 TREx D1 cells, calcium flux, dopamine EC20 potentiation; in the data active = potentiation above about 30%; note: 0% is about no effect
Apoferritin bind = qHTS Assay for Identification of Novel General Anesthetics. apoferritin/1-aminoanthracene competitive binding, fluorescence. Potency, µM (titrated, usually from 77.5 µM), inactives show at the highest dose activity change, negative = displacement, usual class: inhibitors. 350,000 tested, 0.074% active. AID 485281, 2010; note: potency is the fitted concentration of half-maximal effect; % is set by controls: 0 for no effect and ±100 for the full control effect; nearly all actives have a fitted effect of over 20% in size
Target sequence (P02791 2-175 limits assumed): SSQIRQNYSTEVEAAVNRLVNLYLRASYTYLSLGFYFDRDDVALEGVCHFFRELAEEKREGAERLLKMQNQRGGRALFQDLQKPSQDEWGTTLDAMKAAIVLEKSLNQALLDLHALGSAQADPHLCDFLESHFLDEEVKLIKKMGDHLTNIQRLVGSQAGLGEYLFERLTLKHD
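Horse-spleen apoferritin (10 uM) was mixed with 50% saturated 1-aminoanthracene in PBS, exposed to compounds for 10 min at room temperature, and read for fluorescence (ex 380 nm, em 535 nm). Competitive displacement was fitted with a four-parameter Hill equation.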
RXFP1 ag = qHTS Assay for Agonists of the Relaxin Receptor RXFP1; HEK293T-RXFP1 cAMP TR-FRET, 30 min; response scale: percent of porcine relaxin response, buffer zero; Potency, µM (top dose mostly 57.5 µM), inactives show at the highest dose activation, usual class: activators; 370,000 tested, 0.3% active; AID 2676, 2010; note: potency is the fitted concentration of half-maximal effect; % is set by controls: 0 for no effect and ±100 for the full control effect; nearly all actives have a fitted effect of over 60% in size; many of its hits are not listed in these tables
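cAMP rise read by TR-FRET after 30 min, 37C compound exposure (up to 58 uM) in RXFP1-transfected HEK293 cells with Ro 20174 present. EC50 from Hill-equation fits, with 29 nM porcine relaxin as 100% and buffer as basal.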
TRHR agonist = qHTS for Small Molecule Agonists and Allosteric Enhancers of Human TRH Receptor: Primary Screen for Agonists. activation, % at 2 µM. 360,000 tested, 0.18% active. Thyrotropin-releasing hormone receptor (Homo sapiens), P34981. TRHR cells, calcium flux fluo-8, FDSS agonist mode; in the data active = activation above about 30%; note: 0% is about no effect
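Agonist-mode FDSS calcium read (Ex 480/Em 530, 1 s cycles) in 1536-well TRHR cells with fluo-8 dye, after 10-cycle baseline and 23 nL compound addition; TRH at EC20 (10 nM final) added afterwards for the enhancer phase.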
TRHR PAM = qHTS for Small Molecule Agonists and Allosteric Enhancers of Human TRH Receptor: Primary Screen for Enhancers | Thyrotropin-releasing hormone receptor (Homo sapiens), P34981 | TRHR cells, fluo-8 calcium fluorescence, EC20 TRH enhancement | enhancement, % at 2 µM | 360,000 tested, 0.66% active; in the data active = enhancement above about 30%; note: 0% is about no effect
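Enhancer read-out: after compound pinning and an initial kinetic agonist-mode read, an EC20 of TRH (10 nM final) was injected and fluo-8 calcium signal (Ex 480/Em 530) followed at 1 s/cycle for 100 cycles in TRHR-expressing cells.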
D2 potentiator = HTS Assay for Positive Allosteric Modulators of the Human D2 Dopamine Receptor: Primary Screen for Potentiators. D(2) dopamine receptor (Homo sapiens), P14416. HEK293 T-REx D2, calcium flux, EC20 dopamine potentiation. potentiation, % at 10 µM. 340,000 tested, 0.34% active;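 active = potentiation over 3 SD above the plate norm, cut at about 30% in these data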; note: 0% is about no effect
Target sequence (P14416 whole entry, looked up): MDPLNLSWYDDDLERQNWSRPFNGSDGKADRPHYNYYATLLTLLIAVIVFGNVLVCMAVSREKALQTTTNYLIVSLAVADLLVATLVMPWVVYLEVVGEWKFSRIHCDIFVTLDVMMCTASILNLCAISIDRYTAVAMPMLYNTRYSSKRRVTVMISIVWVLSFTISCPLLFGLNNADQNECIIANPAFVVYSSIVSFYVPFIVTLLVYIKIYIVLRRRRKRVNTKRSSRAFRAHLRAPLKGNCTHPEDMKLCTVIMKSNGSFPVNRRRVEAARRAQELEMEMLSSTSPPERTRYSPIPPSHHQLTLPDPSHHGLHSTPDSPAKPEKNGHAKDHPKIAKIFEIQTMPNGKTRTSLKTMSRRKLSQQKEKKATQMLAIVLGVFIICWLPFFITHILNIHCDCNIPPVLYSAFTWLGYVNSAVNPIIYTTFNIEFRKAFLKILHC
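Tetracycline-induced HEK293 T-REx cells force-coupled to calcium signalling expressed D2; compounds were pin-added after a 10 s baseline, read kinetically 180 s, then an EC20 dopamine challenge followed with a further 180 s calcium read.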
D1 antagonist = Antagonist of Human D 1 Dopamine Receptor: qHTS | D(1A) dopamine receptor (Homo sapiens), P21728 | HEK293 TREx D1 cells, calcium flux, dopamine EC80; active compounds read low | activity change, negative = inhibition, % at 10 µM | 360,000 tested, 3.2% active; in the data active = activity change below about -30%; note: % is set by controls: 0 for no effect and ±100 for the full control effect
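Compound effects on dopamine-evoked calcium signalling were measured in tetracycline-induced HEK293 Trex D1 cells. Dopamine at EC80 followed a 180 s compound pre-read, and fluorescence was tracked kinetically for 180 s more.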
RXFP1 antag = qHTS Assay for Antagonists of the Relaxin Receptor RXFP1; Relaxin receptor 1 (Homo sapiens), Q9HBX9; HEK293-RXFP1, relaxin-stimulated cAMP HTRF, 30 min; active compounds read low; activity change, negative = inhibition, % at 57.5 µM; 350,000 tested, 0.59% active;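 active = activity change of -60% or lower, but not beyond a set lower limit; inconclusive = change between -60% and -40%, or beyond the set limit; inactive = change above -40%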; note: % is set by controls: 0 for no effect and ±100 for the full control effect
Numbers without * were called inactive; ? = inconclusive; . = not tested or not shown; [ ] = another dose, or the depositor's remark. Unless noted, calls come from the whole dose curve; as a rule, active = well fitted curve in the direction sought with a large enough effect; inconclusive = small, poorly fitted or top-dose-only effect, or another doubt; inactive = no such curve, though single readings can be large; an effect the other way counts as inactive or inconclusive. This is a subset (hit frequency here may not be typical).

SMILES | D1 ag | D1 PAM | Apoferritin bind | RXFP1 ag | TRHR agonist | TRHR PAM | D2 potentiator | D1 antagonist | RXFP1 antag
COc1cccc(/C=N/NC(=O)C(=O)N2CCCCCC2)c1O | 1 | -3 | -5% | -0.1% | -0.4 | -3 | -11 | 3 | 5
COC(=O)Nc1ccc2c(c1)N(C(=O)CCN1CCOCC1)c1ccccc1S2 | 3 | 0 | 1% | 3.5% | -0.3 | 1 | -2 | 3 | -10
O=C(CSc1n[nH]c(-c2ccccc2)n1)Nc1ccc(F)cc1F | 2 | -3 | -21% | 2.0% | -0.8 | -2 | 5 | -8 | -5
CCN(CCCNC(=O)CSc1cc(=O)n(C)c2cc(Cl)ccc12)Cc1ccccc1 | 0 | 4 | -8% | 6.7% | -0.7 | -1 | -12 | 3 | 25
Cc1csc(NC(=O)CSc2ncnc3ccccc23)n1 | 6 | -3 | -16% | 0.3% | -0.4 | -3 | -2 | 5 | -6
COCCn1c(SCC(=O)NCc2ccc3c(c2)OCO3)nnc1C(C)C | -1 | -3 | -7% | -0.1% | 1.7 | -5 | 0 | -3 | 6
Cc1ccc(C(=O)N/C(=C\c2cccs2)C(=O)NCCCN2CCOCC2)cc1 | 3 | -1 | -8% | 1.0% | -0.1 | 15 | 4 | 7 | -6
CC(C)n1cc(CN2CCC(n3nccc3NC(=O)Cc3ccccc3)CC2)cn1 | 9 | -7 | 0% | 0.2% | -0.3 | 2 | -15 | 3 | 10
CSc1nc(N)nc(SC2C=CCCC2)c1C#N (stereo not given) | 5 | 8 | 4% | 2.9% | 1.3 | 5 | 4 | 27 | -17
O=c1c2ccccc2nnn1CSc1nnc(-c2cccs2)n1Cc1ccccc1 | -1 | 5 | -11% | 2.2% | -0.8 | -5 | 7 | -11 | -1
O=C(O)c1cccc(NS(=O)(=O)c2ccc3c(c2)C(=O)c2ccccc2C3=O)c1 | 1 | 4 | -5% | 11% | -1.2 | 4 | 3 | -15 | -3
O=C(COC(=O)c1ccncc1)Nc1cc(S(=O)(=O)N2CCOCC2)ccc1Cl | -1 | -4 | . | 1.3% | 0.7 | -2 | . | -6 | -8
CC(C)c1nnc(NC(=O)CCC(=O)N2CCN(c3ccccc3F)CC2)s1 | 1 | -1 | -7% | 0.1% | -0.7 | -5 | . | -6 | 2
C=C(C)COc1ccc(-c2[nH]ncc2-c2ccccc2OC)c(O)c1 | 7 | -5 | ? | 0.1% | 0.2 | 1 | 13 | -12 | -25
COC(=O)C(O)(NC(=O)OCc1ccccc1)C(F)(F)F (stereo not given) | 2 | -2 | 0% | 1.3% | 0.9 | -3 | 5 | 3 | -4
Cc1cccc(OCC(=O)Nc2ccccc2N2CCN(C)CC2)c1 | 1 | -9 | 3% | 1.5% | 0.4 | 3 | -9 | 4 | -3
COc1ccc(C)cc1S(=O)(=O)NC1CCCCC1C (stereo not given) | -1 | -6 | -18% | 0.6% | -0.8 | -4 | 5 | -23 | 0
COc1ccc(C(=O)Nc2ccc(C(=O)OCC(=O)c3cccc4ccccc34)cc2)cc1 | 10 | -6 | -8% | 1.1% | 0.1 | -6 | 0 | -2 | 21
Cc1c(C(=O)O)[nH]c2c1C(=O)CC(c1ccc(C(C)(C)C)cc1)C2 (stereo not given) | 6 | -4 | -12% | 5.6% | -0.1 | 0 | 0 | -6 | -10
Cc1cc(CNC(=O)CC2C(=O)NCCN2Cc2ccc(-c3ccccc3)cc2)nn1C (stereo not given) | 3 | 0 | -12% | 2.2% | 0.6 | 1 | 5 | 5 | 1
O=C(Nc1nc2ccccc2[nH]1)c1ccc(Cl)c([N+](=O)[O-])c1 | 1 | -3 | -3% | -2.5% | -0.8 | -1 | -9 | 0 | -4
COc1ccc(C(=O)NNC(=S)NC(=O)c2ccccc2)cc1 | 84* | -3 | -17% | 2.9% | 12 | -9 | 11 | -27 | 1
C/C(=N\NC(=O)c1csc(C)c1C)c1ccc(Cl)s1 | -1 | 0 | -19% | -1.0% | 0.2 | 9 | 1 | . | -1
COc1ccccc1CN=c1c([N+](=O)[O-])nn(-c2ccc3c(c2)OCCO3)n1O | 2 | -6 | -11% | -0.3% | -1.2 | -7 | 5 | -14 | -13
Fc1ccc(Nc2nc(-c3ccc(F)cc3)c3c(n2)-c2ccccc2OC3)cc1 | 4 | -3 | -4% | 1.2% | 0.7 | -7 | -3 | -6 | -9
CCOC(=O)c1sc(-c2ccc(F)cc2)cc1N | -1 | -7 | 36%[activator] | 3.5% | 0.0 | -6 | 7 | -1 | -5
CN(Cc1ccccc1)S(=O)(=O)c1ccc2[nH]cc(C(=O)NCC3CCCO3)c(=O)c2c1 (stereo not given) | 2 | -2 | ? | 1.6% | -0.6 | 3 | -4 | -26 | -18
COCCNC(=S)N1CCN(Cc2ccc3c(c2)OCO3)CC1 | 0 | 0 | -1% | 0.1% | 0.0 | 2 | . | 3 | -2
CCc1ccc2oc(=O)cc(CN3CCOCC3)c2c1 | 1 | -2 | -16% | 0.8% | -0.2 | -2 | 7 | -2 | 1
Cc1nnc(NC(=O)CCSCCC(=O)Nc2nnc(C)s2)s1 | 1 | 5 | -12% | -1.0% | 0.1 | 1 | 2 | 8 | 3
CN1CCN(CCOc2ccc(-c3ccccc3)cc2)CC1 | 19 | -6 | -22% | -0.1% | 0.7 | 24 | -5 | -5 | -5
Cc1cc(C)n(-c2c(F)c(F)c(CO)c(F)c2F)n1 | 1 | -5 | -7% | 1.9% | 0.3 | 4 | -9 | -4 | 5
Cc1ccc(-c2ccc(=O)n(CC(=O)NC(C)c3ccccc3)n2)cc1 (stereo not given) | -3 | 2 | ? | 0.0% | -1.0 | 7 | -9 | 1 | -6
Clc1cccc(-c2nn3c(COc4ccccc4)nnc3s2)c1 | 3 | 1 | -8% | 2.1% | 0.6 | 14 | -5 | -13 | .
COc1cccc(/C=C2\SC(=S)N(CCCC(=O)Nc3cc(C)on3)C2=O)c1 | 0 | -2 | -4% | -1.0% | 1.3 | 3 | 17 | 1 | -7
CSc1cccc(Nc2ccc(S(=O)(=O)N3CCOCC3)cc2[N+](=O)[O-])c1 | 1 | -6 | . | -3.3% | -0.3 | -6 | 6 | -7 | -1
COc1cc(OC)cc(C2C(C#N)=C(N)Oc3n[nH]c(-c4cccnc4)c32)c1 (stereo not given) | 0 | -11 | -5% | 1.4% | -0.4 | 3 | 7 | -15 | -24
OCCC1CN(Cc2nc3ccc(F)cc3[nH]2)CCN1C1CCCC1 (stereo not given) | 5 | -9 | 1% | 3.1% | -0.1 | -9 | -1 | -14 | -8
CCCC1O[C@@H]2C[C@H]3[C@@H]4CCC5=CC(=O)C=C[C@]5(C)[C@H]4[C@@H](O)C[C@]3(C)[C@]2(C(=O)CO)O1 (stereo not given in full) | 2 | -5 | -7% | -2.7% | 0.6 | 33* | 2 | -23 | .
COc1ccc(C(CNC(=O)COc2ccccc2C#N)N2CCOCC2)cc1 (stereo not given) | 4 | 1 | -13% | 2.6% | 0.1 | 5 | -4 | -1 | -5

Just Apoferritin bind, TRHR agonist and TRHR PAM (four entries from above):
Compound	Apoferritin bind	TRHR agonist	TRHR PAM
COc1ccc(C(=O)NNC(=S)NC(=O)c2ccccc2)cc1	-17%	12	-9
C/C(=N\NC(=O)c1csc(C)c1C)c1ccc(Cl)s1	-19%	0.2	9
COc1ccccc1CN=c1c([N+](=O)[O-])nn(-c2ccc3c(c2)OCCO3)n1O	-11%	-1.2	-7
Fc1ccc(Nc2nc(-c3ccc(F)cc3)c3c(n2)-c2ccccc2OC3)cc1	-4%	0.7	-7

Shown as a hit in TRHR PAM (from the list above):
SMILES | D1 ag | D1 PAM | Apoferritin bind | RXFP1 ag | TRHR agonist | TRHR PAM | D2 potentiator | D1 antagonist | RXFP1 antag
CCCC1O[C@@H]2C[C@H]3[C@@H]4CCC5=CC(=O)C=C[C@]5(C)[C@H]4[C@@H](O)C[C@]3(C)[C@]2(C(=O)CO)O1 (stereo not given in full) | 2 | -5 | -7% | -2.7% | 0.6 | 33* | 2 | -23 | .

Next part
SMILES | D1 ag | D1 PAM | Apoferritin bind | RXFP1 ag | TRHR agonist | TRHR PAM | D2 potentiator | D1 antagonist | RXFP1 antag
COCc1[nH][nH]c(=O)c1C=Nc1ccc(F)cc1F | 1 | 3 | -8% | -0.9% | 0.6 | 2 | 4 | -2 | -15
Cc1cccc(C(=O)NCC(=O)N2CCN(S(=O)(=O)c3cc(C)ccc3C)CC2)c1 | 20 | 2 | . | 0.2% | -0.4 | 1 | -2 | 10 | -19
COC(=O)c1cccc(N(CC(=O)NCC2CCCO2)C(=O)CCC(=O)Nc2cc(C)on2)c1 (stereo not given) | 2 | -6 | 10% | -1.0% | 0.3 | -8 | 0 | -1 | 5
Cc1nnsc1C(=O)N1CCC(C(=O)c2ccccc2)CC1 | 3 | 2 | -9% | 1.1% | 0.3 | -8 | -3 | 7 | 19
O=C(Nc1cccc(C(=O)O)c1)/C(=C\c1ccco1)NC(=O)c1ccc(Br)o1 | 1 | -4 | -4% | 3.0% | 0.5 | -1 | . | 17 | -15
Cc1nn(-c2ccccc2)c2nc(N)c(C#N)c(-c3ccc(F)cc3)c12 | 19 | -4 | ? | 6.5% | 0.0 | -4 | -7 | 12 | -5
COc1cc(/C=N/NC(=O)CCc2c(C)n[nH]c2C)cc(OC)c1OC | 0 | -1 | -3% | -0.2% | -0.2 | -3 | -5 | 0 | 4
COC(=O)c1ccc(OCCOCCOc2cccc3ccc(C)nc23)cc1 | 1 | 1 | 0% | 4.6% | -0.6 | 5 | -8 | 8 | 4
COc1ccc(CCNc2cc(C)nc(N)n2)cc1OC | 15 | -9 | 10% | -0.9% | 7.3 | 0 | -5 | 4 | 1
COc1ccc(NC(=O)c2oc3ccc(S(=O)(=O)N4CCC5(CC4)OCCO5)cc3c2C)cc1Cl | -2 | -3 | -9% | -2.0% | 0.8 | 7 | 15 | -28 | -12

Screening data from PubChem.
